# Screening data as filed in PubChem.
# K1F lysis inhibition: inhibition of K1F phage lysis, E. coli UTI89, bacterial capsule biogenesis inhibitors, alamar blue (AID 488966). E. coli UTI89 K1F phage lysis, alamar blue, 2 h; higher % means a stronger effect. inhibition, % at 100 µM; hits with a dose series show IC50 in µM. 340,000 compounds, 0.02% hits;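 active = phage lysis inhibition, versus mean bacterial control, above a set limit; inconclusive = no clear call, values can overlap the other calls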;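 note: capsule biogenesis inhibitors block K1F phage lysis so surviving cells raise fluorescence; higher fluorescence means more inhibition of phage lysis; actives were called in the ten point dose series up to 300 µM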
# NTR1 agonist: NTR1-driven beta-arrestin-GFP spot formation – imaging, U2OS cells, high content, primary screen (AID 493036); agonist mode; activation, % at 20 µM; 330,000 compounds, 0.17% hits;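 active = activation at or above 40% of the spot to cytoplasm intensity ratio, with at least 20 cells analyzed; inconclusive = wells under 20 cells, flagged as cytotoxic or low count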;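 note: 0% = DMSO without peptide and 100% = 100 nM NTR1 peptide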
# Target sequence (P30989 whole entry, looked up): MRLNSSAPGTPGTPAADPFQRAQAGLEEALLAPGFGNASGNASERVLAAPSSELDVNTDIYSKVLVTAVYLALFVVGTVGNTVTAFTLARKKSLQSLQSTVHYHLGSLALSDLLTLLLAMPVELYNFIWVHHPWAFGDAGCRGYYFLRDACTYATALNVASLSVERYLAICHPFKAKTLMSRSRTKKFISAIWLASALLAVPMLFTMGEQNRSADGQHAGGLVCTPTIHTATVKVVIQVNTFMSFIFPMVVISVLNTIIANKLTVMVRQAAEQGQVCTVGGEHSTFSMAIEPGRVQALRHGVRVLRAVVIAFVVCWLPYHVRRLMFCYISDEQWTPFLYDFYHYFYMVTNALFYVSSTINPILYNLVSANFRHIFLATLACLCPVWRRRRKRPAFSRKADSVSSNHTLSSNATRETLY
# NOD1 inhibition: inhibition of NOD1-driven NF-kB reporter – cell-based, luminescence, uHTS, primary screen (AID 1578) | 290,000 compounds, 1% hits | inhibition, % at 4 µM, or EC50 in µM where a hit was titrated | NOD1-driven NF-kB luciferase reporter cells, luminescence; higher % means a stronger effect; in the data active = inhibition mostly above about 36%, no sharp cut-off; inactive = mostly below about 34%;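 note: HEK-293T reporter cells stimulated with the NOD1 agonist gamma-tri-DAP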
# KOR beta-arrestin-1: kappa opioid receptor activators – cell-based, luminescence, uHTS, primary screen (AID 1777); KOR beta-arrestin recruitment, luminescence; higher % means a stronger effect; 280,000 compounds, 0.02% hits; activation, % at 10 µM; hits with a dose series show EC50 in µM; in the data active = activation above about 50%, passing the limit was not always enough; note: a part of the inactive calls stands beside numbers as strong as those of hits
# GPR35 antagonists: GPR35 antagonists blocking zaprinast-driven arrestin recruitment, primary screen, imaging, U2OS, beta-arrestin-GFP, zaprinast agonist (AID 2058) | U2OS GPR35 beta-arrestin-GFP translocation imaging, zaprinast antagonism; higher % means a stronger effect | inhibition, % at 10 µM, or IC50 in µM where a hit was titrated | 290,000 compounds, 0.052% hits;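 active = inhibition of at least 50% with at least 30 cells and total cytoplasm GFP at most 10,000,000; inconclusive = under 30 cells or total GFP of 10,000,000 plus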
# KOR beta-arrestin-2: KOR antagonists, beta-arrestin recruitment, cell-based, luminescence, uHTS (AID 1778); KOR beta-arrestin recruitment, luminescence, antagonist mode; higher % means a stronger effect; inhibition, % at 10 µM, or IC50 in µM where a hit was titrated; 290,000 compounds, 0.091% hits; in the data active = inhibition above about 50%; note: strong numbers were not always called active
# GPR55 activation: GPR55 agonists via beta-arrestin recruitment, primary screen, imaging, U2OS cells, beta-arrestin-GFP redistribution (AID 1961). U2OS GPR55 beta-arrestin-GFP redistribution imaging; higher % means a stronger effect. one-dose activation, % at 10 µM; EC50 in µM for titrated hits. 290,000 compounds, 0.048% hits;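 active = activation above 40% with more than 50 cells counted in the well; inconclusive = wells holding fewer than 50 cells, flagged as toxic or sparse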;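 note: U2OS osteosarcoma cells stably expressing GPR55 and beta-arrestin-GFP; plate controls were DMSO negative control for no effect and LPI positive control for full effect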
# GPR55 antagonists: inhibition of LPI-stimulated GPR55 beta-arrestin translocation – imaging, U2OS, beta-arrestin-GFP, LPI agonist, primary screen (AID 2013); U2OS GPR55 beta-arrestin-GFP translocation imaging, LPI antagonism; higher % means a stronger effect; inhibition, % at 10 µM; hits with a dose series show IC50 in µM; 290,000 compounds, 0.13% hits;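 active = spots per cell inhibited over 60%, with over 100 cells counted and total cytoplasm intensity under 500,000; inconclusive = wells with under 100 cells, flagged as likely toxic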;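 note: U2OS cells stably carrying GPR55 and arrestin-GFP stimulated by 5 µM LPI near EC80; imaged beta-arrestin-GFP aggregate spots per cell after agonist stimulation; plate controls were LPI-stimulated DMSO wells for no effect and DMSO wells without LPI for full effect; some results filed as inactive read as strong as hits; confirmed hits need IC50 under 10 µM and bright autofluorescent wells are also inconclusive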
# MgcRacGAP inhibition: MgcRacGAP GTPase-activating activity inhibitors, confirmation, biochemical, ADP Hunter fluorescence; MgcRacGAP-stimulated Rac1 GTP hydrolysis, ADP Hunter fluorescence; higher % means a stronger effect; GST-tagged Rac1 F28L mutant substrate; inhibition, % at 30 µM; hits with a dose series show IC50 in µM; 340,000 compounds, 0.6% hits;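 active = first-screen hits whose inhibition reached a set limit at any dose in the follow-up dose series; inconclusive = inhibition above the set first-screen limit but never retested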;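 note: fluorescence reports GDP produced by GAP-driven GTP hydrolysis; strong numbers were not always called active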
# NTR1 agonist cell count 20 µM: recorded beside NTR1 agonist, whose call it bears; cell count; measured here: cell count, cytotoxicity flag
# An asterisk follows results filed as active; ? = inconclusive; / = no result given; [ ] = remark or other dose.
Molecule	K1F lysis inhibition	NTR1 agonist	NTR1 agonist cell count 20 µM	NOD1 inhibition	KOR beta-arrestin-1	GPR35 antagonists	KOR beta-arrestin-2	GPR55 activation	GPR55 antagonists	MgcRacGAP inhibition
COc1ccccc1C(=O)NCc1ccc(-c2nc3ccccc3s2)cc1	9.3%	14	48	6.8µM*	6.2%	6%	-8%	0.0%	13%	-36%
O=C(Cn1cnc2ccccc2c1=O)NCCC(=O)N1CCC2(CC1)OCCO2	0.6%	-2.2	91	9%	-0.4%	8%	-50%	0.2%	9%	5%
c1ccc2c3c(ccc2c1)OCC1CONC31 (centres undefined)	/	0.3	92	-32%	-7.7%	-11%	10%	0.1%	15%	/
CCN1C[C@]2(C)CC[C@H](OC)[C@]34C2[C@H](OC(C)=O)[C@@]2(OCO[C@@]25C[C@H](OC)[C@H]2C[C@]3(O)C5[C@H]2OC)[C@@H]14	0.0%	-0.1	87	-19%	-25%	-5%	33%	-0.2%	15%	3%
Cc1c(CC(=O)N2C[C@H]3C[C@@H](C2)c2cccc(=O)n2C3)c(=O)oc2c(C)c(O)ccc12	3.8%	-2.5	104	-12%	2.7%	-6%	-14%[20 µM]	-0.2%	8%	22%
Cc1c(C(=O)OCC(=O)c2c(N)n(CC(C)C)c(=O)n(C)c2=O)oc2ccccc12	1.0%	2.1	82	16µM*	-4.0%	-16%	-4%	0.2%	-3%	10%
Cc1c(N=Nc2c(O)n(Cc3ccccc3)c(=O)[nH]c2=O)c(=O)n(-c2ccccc2)n1C	0.0%	0.3	31	1%	5.1%	2%	/	-0.4%	2%	7%
c1ccc(CNc2c3c(nc4ccccc24)CCC3)cc1	2.5%	5.2	61	-4%	3.7%	18%	/	-0.1%	12%	8%

# The last three compounds of the section before are carried over, then new ones follow:
Molecule	K1F lysis inhibition	NTR1 agonist	NTR1 agonist cell count 20 µM	NOD1 inhibition	KOR beta-arrestin-1	GPR35 antagonists	KOR beta-arrestin-2	GPR55 activation	GPR55 antagonists	MgcRacGAP inhibition
Cc1c(C(=O)OCC(=O)c2c(N)n(CC(C)C)c(=O)n(C)c2=O)oc2ccccc12	1.0%	2.1	82	16µM*	-4.0%	-16%	-4%	0.2%	-3%	10%
Cc1c(N=Nc2c(O)n(Cc3ccccc3)c(=O)[nH]c2=O)c(=O)n(-c2ccccc2)n1C	0.0%	0.3	31	1%	5.1%	2%	/	-0.4%	2%	7%
c1ccc(CNc2c3c(nc4ccccc24)CCC3)cc1	2.5%	5.2	61	-4%	3.7%	18%	/	-0.1%	12%	8%
CCC(=NCc1cccnc1)c1c(O)n(-c2ccc(Cl)cc2)c(=O)[nH]c1=O	-0.6%	0.2	41	6%	-2.8%	-7%	12%	0.2%	26%	-3%
CCNc1nc(Cl)nc(NC(C)C)n1	1.2%[50 µM]	0.7	72	-23%	2.3%	1%	-24%	-0.2%	2%	6%
COc1ccc(NC(c2ccccc2F)P(=O)(Oc2ccccc2)Oc2ccccc2)cc1 (centres undefined)	-0.1%	0.6	81	-19%	-0.3%	2%	14%	-0.3%	4%	5%
COc1ccc2nc3oc(C(=O)N4CCC5(CC4)OCCO5)cc3cc2c1	0.1%	-0.3	46	-53%	-1.2%	-2%	6%	-0.1%	11%	6%
Cc1ccc(CN2CCCC(C(=O)c3sccc3C)C2)o1 (centres undefined)	-0.2%	-0.6	62	-20%	3.3%	1%	-14%	0.7%	17%	-5%
CC12CCC3C(CC=C4CC(O)CCC43C)C1C/C(=C\c1ccccc1F)C2=O (centres undefined)	4.5%	28	66	23%	38%	4%	-111%	-0.2%	1%	5%
O=C(Nc1ccccc1)Oc1ccccc1	1.8%	0.7	50	-13%	1.3%	4%	-19%	-0.2%	1%	1%
O=c1[nH]c(O)c(N=Nc2cccc(S(=O)(=O)N3CCOCC3)c2)c(=O)[nH]1	-0.4%	-0.8	81	-31%	-6.0%	-2%	10%[20 µM]	-0.1%	-2%	7%
CC(Cc1ccccc1)[n+]1cc(/N=C(\[O-])Nc2ccccc2)on1 (centres undefined)	2.3%	2.8	59	-5%	-2.0%	-23%	-5%	0.3%	5%	14%
Cc1[nH]c2ccc(OCc3ccccc3)cc2c1CCN	1.1%	-0.4	61	10%	5.8%	9%	-45%[20 µM]	-0.1%	24%	11%
O=c1[nH]c(=O)n(Cc2ccco2)c(O)c1C=NCc1ccco1	0.0%	0.2	47	10%	7.1%	11%	38%	0.3%	-10%	16%
O=c1cc(CN2CCNCC2)nc2sccn12	0.2%	-1.7	75	2%	2.9%	4%	-7%	-0.1%	1%	/
CC(C)(C)NC(=O)Cn1cc(C(=O)c2ccccc2F)c2ccccc21	-0.6%	-0.3	47	-12%	-0.9%	2%	10%	-0.1%	5%	3%
Clc1ccc(OCC#CCN2CCOCC2)cc1	-0.6%	3.1	40	-28%	-2.5%	15%	-3%	-0.1%	5%	?
O=[N+]([O-])/C(Cl)=C1\NCCN1Cc1ccc(Cl)nc1	0.2%	4.0	53	2%	/	18%	-7%[20 µM]	-0.1%	30%	4%
CCCCn1c(=O)c(C(=O)Nc2cnccn2)c(O)c2ccccc21	1.7%	0.7	56	3.1µM*	-5.7%	8%	1%	-0.3%	5%	11%
COc1cccc(-c2nc3ccc(N4CCN(C)CC4)cc3[nH]2)c1	0.1%	-0.1	70	41%	4.1%	3%	-17%	0.6%	0%	19%
c1cncc(CNC2CCCC2)c1	2.1%	-0.1	42	-10%	/	28%	-44%[20 µM]	-0.1%	4%	4%
CCc1nc2ccccc2c(=O)n1-c1cccc(OC)c1	0.2%	0.2	54	3%	3.6%	-10%	-66%	-0.2%	-21%	9%
C=CCn1c(O)c(C(CC)=NCc2ccco2)c(=O)[nH]c1=O	0.3%	-0.2	51	-7%	-3.9%	0%	-5%	-0.1%	-2%	5%
Cn1cc(C(=O)c2ccccc2)c2ccccc21	1.3%	-1.8	48	-10%	-5.2%	12%	19%	-0.1%	1%	12%
CCCCn1c(SCC(=O)Nc2nnc(C(C)C)s2)nc2c1c(=O)n(C)c(=O)n2C	11%	-0.1	80	7µM*	-1.5%	-2%	23%	0.0%	29%	7%
CCOc1ccccc1N1C(=O)CC(=O)NC1=O	0.3%	1.2	74	-12%	0.9%	-9%	-20%	-0.1%	-14%	10%
COc1ccc(CCC(C)NCCc2ccccc2)cc1 (centres undefined)	1.0%	-0.7	50	6%	-4.2%	4%	-18%	0.0%	9%	7%
Cc1cc(C)n2c(Br)c(CN3CC4CC(C3)c3cccc(=O)n3C4)nc2n1 (centres undefined)	3.4%	0.2	63	-27%	-1.6%	-10%	8%	0.1%	6%	4%
NNCc1cccc(O)c1	2.9%	1.1	57	-4%	-0.9%	-4%	38%	-0.1%	2%	3%
O=C(c1ccccc1)c1ccc(N=Nc2c(O)[nH]c(=O)[nH]c2=O)cc1	-0.3%	-0.8	26	-28%	-3.5%	7%	15%	-0.2%	2%	-8%
O=c1c2ccccc2nc(CSc2ncnc3nc[nH]c23)n1-c1ccc(Cl)c(Cl)c1	-0.6%	-0.2	77	20%	14%	5%	-20%	-0.1%	1%	3%
N#Cc1ccc(Cn2cc(C(=O)c3ccco3)c3ccccc32)cc1	-0.3%	2.5	79	-18%	-0.5%	-15%	28%	-0.1%	13%	6%
COc1ccc(OC)c(NC2=NCCCS2)c1	0.1%	0.7	52	-12%	-0.2%	-16%	-43%[20 µM]	0.2%	11%	-2%
Cc1cccc(N2C(=O)NC(=O)/C(=C/c3ccc([N+](=O)[O-])o3)C2=O)c1	/	/	/	30%	0.6%	-8%	-2%	-0.2%	4%	/
CCC(=NCc1ccc(F)cc1)c1c(O)n(C)c(=O)n(C)c1=O	0.0%	3.4	80	39%	2.1%	1%	14%	-0.1%	-4%	6%
CCOC(=O)c1sc(/N=C/c2c(O)n(-c3cccc(C)c3)c(=O)[nH]c2=O)c(C#N)c1C	3.6%	-3.5	51	-10%	0.7%	-8%	-5%	0.0%	1%	11%
CN(CCc1nnc(N)s1)[N+](=O)[O-]	-0.2%	0.5	33	-42%	1.9%	6%	0%	-0.2%	-7%	7%
CC1=CC(C)C(COC(N)=O)(COC(N)=O)C(C)C1 (centres undefined)	0.2%	-0.5	40	-1%	1.3%	-1%	13%	0.1%	-6%	9%
COc1ccc(C2SCC(=O)Nc3c2c(C)nn3-c2ccccc2)cc1OC (centres undefined)	-0.1%	0.7	74	5%	-1.7%	1%	17%	-0.1%	9%	2%
c1nc2nc3c(c(N4CCNCC4)n2n1)CCCC3	/	0.5	61	-5%	2.2%	-8%	17%	-1.5%	5%	/
CCOc1cc2c(cc1OCC)-n1cccc1C(c1ccc(OC)cc1)NC2 (centres undefined)	0.3%	1.2	105	-6%	4.0%	2%	-4%	-0.1%	0%	10%
CC(C)(C)C(=O)NC1CCSC1=O (centres undefined)	/	0.0	44	-8%	-4.7%	-3%	19%	1.1%	10%	/
COc1ccc(CCNCc2ccccc2)cc1	0.0%	2.9	47	-2%	1.7%	-2%	-47%	0.4%	-3%	134µM*
Cn1c(=O)cc(OCC(=O)N2CCC3(CC2)OCCO3)c2ccccc21	1.3%	1.5	82	-26%	-3.2%	9%	35%	-0.1%	3%	5%
CC(C)Cn1cc(C(=O)N2CCC3(CC2)OCCO3)c2c3ccccc3n(C)c2c1=O	-2.3%	3.5	55	-26%	1.3%	18%	-14%	0.0%	12%	1%
O=c1c2ccccc2nc(CNc2ccccc2)n1-c1ccccc1	0.5%	0.8	40	14%	2.7%	16%	-10%	0.2%	-10%	5%
O=c1[nH]c(=S)n(CCC2=CCCCC2)c(O)c1C=NCCCn1ccnc1	0.3%	6.8	79	-9%	-0.7%	-4%	-9%	-0.1%	5%	1%
COc1ccc(CNC(=O)CCC(=O)N2C[C@H]3C[C@H](C2)c2cccc(=O)n2C3)cc1	0.6%	-0.4	91	-14%	-3.8%	-3%	-2%[20 µM]	0.2%	-4%	7%

# Not all compounds are listed. The share of hits here may be higher or lower than overall.
